Pf gametocyte – kills late stage P. falciparum gametocytes. P. falciparum stage V gametocytes, ATP luminescence, 24 h. inhibition, % at 10.9 µM. 150,000 compounds, 0.065% hits;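 active = inhibition above the mean plus 3 SD of compounds within the control limits, set per campaign, cut at about 38% in these data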;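 note: 0% = DMSO wells and 100% = medium only without gametocytes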
RGS7-Gao – regulators of human RGS7-Galphao interaction | Multiplexed bead flow cytometry, RGS7-Galphao binding; actives lie on both sides | binding response (% of control), % at 10 µM | 220,000 compounds, 0.35% hits | AID 1439; in the data active = binding response below about 49% or above about 150%; inconclusive = no clear call, values can overlap the other calls; inactive = in between;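 note: fluorescent Galphao held in activated GDP-AlF4 state binding bead-coupled RGS7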
RGS4-Gao reg – human RGS4-Galphao interaction regulation; AID 1415; Multiplexed bead flow cytometry, RGS4-Galphao binding; actives lie on both sides; 220,000 compounds, 0.33% hits; P09471; binding response (% of control), % at 10 µM; in the data active = binding response below about 49% or above about 150%; inactive = in between;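 note: fluorescent Galphao activated with aluminum fluoride binding bead-coupled RGS4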
Avidin bead fluor – avidin bead compound fluorescence profile. fluorescence (KMESF) at 10 µM. 220,000 compounds, 0.38% hits. Avidin beads, compound fluorescence 488/530 nm, flow cytometry; stronger effect = higher value; in the data active = fluorescence above about 47; note: inactives centre near 10
Bim-Mcl-1 – inhibitors of Bim-Mcl-1 interaction, human | Q07820 | Bead-based flow cytometry, Bim peptide-Mcl-1 binding | inhibition, % at 10 µM | 190,000 compounds, 0.1% hits | AID 1009; in the data active = inhibition above about 40%;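 note: 0% = no compound tracer wells and 100% = peptide blocker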
Mcl1 Noxa PPI – Mcl-1/Noxa interaction inhibition; TR-FRET Mcl-1/Noxa peptide binding, 2 h; inhibition, % at 21.7 µM; 220,000 compounds, 1.5% hits; AID 1022;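 active = compounds that cut the protein-peptide binding signal by more than 50% relative to plate controls in a single-dose test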;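 note: His-tagged Mcl-1 with rhodamine Noxa BH3 peptide and terbium anti-His antibody; 0% = Mcl-1 plus Noxa peptide wells and 100% = peptide-only wells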
ABCB1 block – human ABCB1 inhibition, ABCG2 as counter-screen | CCRF-Adr cells, JC-1 efflux, flow cytometry | 190,000 compounds, 0.067% hits | inhibition, % at 6.6 µM | P08183; in the data active = inhibition above about 40%;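 note: 0% = vehicle and 100% = reference inhibitor; higher value means more JC-1 retained so stronger ABCB1 efflux block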
Target sequence (P08183 whole entry, looked up): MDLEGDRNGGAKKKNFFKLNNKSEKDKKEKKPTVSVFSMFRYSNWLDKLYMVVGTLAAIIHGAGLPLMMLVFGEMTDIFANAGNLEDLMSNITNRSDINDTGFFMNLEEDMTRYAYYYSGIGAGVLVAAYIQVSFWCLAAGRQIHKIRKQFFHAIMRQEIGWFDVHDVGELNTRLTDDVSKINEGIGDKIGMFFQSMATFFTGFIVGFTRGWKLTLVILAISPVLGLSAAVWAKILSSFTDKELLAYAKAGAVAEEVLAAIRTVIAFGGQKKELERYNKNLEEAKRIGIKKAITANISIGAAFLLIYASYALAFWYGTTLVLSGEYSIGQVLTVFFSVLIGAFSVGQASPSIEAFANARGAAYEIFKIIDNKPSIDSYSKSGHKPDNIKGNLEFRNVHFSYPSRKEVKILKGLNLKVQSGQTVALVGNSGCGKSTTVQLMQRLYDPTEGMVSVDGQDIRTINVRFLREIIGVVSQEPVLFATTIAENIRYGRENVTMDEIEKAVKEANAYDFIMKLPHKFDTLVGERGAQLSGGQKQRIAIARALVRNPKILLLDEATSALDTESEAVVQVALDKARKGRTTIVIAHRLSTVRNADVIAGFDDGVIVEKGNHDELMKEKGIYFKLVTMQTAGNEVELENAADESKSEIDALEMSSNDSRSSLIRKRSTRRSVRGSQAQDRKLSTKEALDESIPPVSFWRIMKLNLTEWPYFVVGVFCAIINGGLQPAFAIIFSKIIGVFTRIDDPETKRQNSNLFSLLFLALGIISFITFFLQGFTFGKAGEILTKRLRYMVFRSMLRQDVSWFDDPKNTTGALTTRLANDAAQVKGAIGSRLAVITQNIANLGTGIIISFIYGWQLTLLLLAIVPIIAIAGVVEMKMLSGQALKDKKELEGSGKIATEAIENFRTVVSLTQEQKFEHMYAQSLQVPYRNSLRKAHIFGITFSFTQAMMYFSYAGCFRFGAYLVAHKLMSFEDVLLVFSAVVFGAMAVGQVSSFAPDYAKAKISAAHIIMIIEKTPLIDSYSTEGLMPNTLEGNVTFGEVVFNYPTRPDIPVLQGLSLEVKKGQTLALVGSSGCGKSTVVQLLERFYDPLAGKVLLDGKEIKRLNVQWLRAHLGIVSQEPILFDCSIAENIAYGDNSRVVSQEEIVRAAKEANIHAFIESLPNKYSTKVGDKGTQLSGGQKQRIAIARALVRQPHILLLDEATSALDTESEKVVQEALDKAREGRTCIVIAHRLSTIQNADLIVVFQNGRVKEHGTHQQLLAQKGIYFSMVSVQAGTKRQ
ABCG2 block – blocks JC-1 efflux by human ABCG2 transporter; 190,000 compounds, 0.1% hits; Q9UNQ0; IgMXP3 cells, flow cytometry; AID 1325; inhibition, % at 6.6 µM;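 active = inhibition above 80%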;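 note: 0% = DMSO and 100% = nicardipine control wells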
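Incubation: cells with compound and JC-1, 10 min at 25 °C, rotating, no wash / Test system: IgMXP3 (ABCG2) plus far-red-tagged CCRF-Adr (ABCB1) cells / Compound dosing: one concentration, 6.6 µM final / Also added: JC-1 fluorescent substrate / Evaluation: efflux inhibition in percent versus controls / Detection: flow cytometry, 530 nm JC-1 signal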
Mcl1 Bid PPI – disrupts binding of human Mcl-1 to Bid peptide; 220,000 compounds, 0.97% hits; AID 1021; TR-FRET Mcl-1/Bid-Dy647 peptide binding, 1536-well; inhibition, % at 21.7 µM;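 active = compounds that cut the binding signal by more than half at the single screening dose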;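 note: His-tagged Mcl-1 with europium anti-His antibody binding Bid BH3 peptide; 0% = Mcl-1 plus peptide wells and 100% = peptide-only wells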
GSH fluor – GSH bead compound fluorescence profile. AID 1776. fluorescence (KMESF) at 10 µM. 190,000 compounds, 0.25% hits. GSH beads flow cytometry, compound fluorescence 488/530 nm; stronger effect = higher value; in the data active = fluorescence above about 89;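 note: glutathione beads carrying GST-tagged Bcl family fusion proteins plus one bare bead set; values are compound well signal with DMSO vehicle wells as background; inactives centre near 16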
RGS8-Gao – human RGS8-Galphao interaction regulation. multiplexed bead flow cytometry, RGS8-Galphao binding; actives lie on both sides. response (percent of control binding), % at 10 µM. 220,000 compounds, 0.34% hits. AID 1423. P09471; in the data active = response below about 60% or above about 140%; inactive = in between;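 note: Galphao activated as the GDP aluminium fluoride complex binding bead-coupled RGS8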
* hit, by the source's call; ? = inconclusive; · = not tested or not shown. Outcome played no part in choosing rows, and some 3.3% of all compounds hit somewhere here.

SMILES	Pf gametocyte	RGS7-Gao	RGS4-Gao reg	Avidin bead fluor	Bim-Mcl-1	Mcl1 Noxa PPI	ABCB1 block	ABCG2 block	Mcl1 Bid PPI	GSH fluor	RGS8-Gao
CCOC(=O)N1CCN(C(=O)c2oc(=O)c3ccccc3c2-c2ccc(C)cc2)CC1	·	101	102	9	0	-6	1.4	1	-6	21	101
CC1CCCCN1C(=O)CCc1nnc(Cc2c[nH]c3ccccc23)o1 (stereo unspecified)	·	100	98	9	0	7	0.4	1	-50	14	101
CCOC(=O)N1CCN(c2ccc(C(C)=O)cc2F)CC1C (stereo unspecified)	-4	96	96	9	-1	7	0.6	5	-22	18	98
Cc1ccc(C(=O)COC(=O)c2cnccn2)cc1[N+](=O)[O-]	-29	?	107	9	0	3	0.3	2	-13	18	106
O=C(Nc1cccc(S(=O)(=O)N2CCOCC2)c1)c1c2c(nc3ccccc13)CCC2	·	87	89	11	0	74*	-0.2	-1	-51	10	98
COc1ccc(-n2cnnc2)cc1	·	101	101	7	0	-5	0.3	1	-2	20	100
CCC(C)n1c(SCC(=O)NC(=O)Nc2ccc3c(c2)OCCO3)nc2ccccc2c1=O (stereo unspecified)	·	102	103	7	-4	-12	2.2	3	-1	12	99
Cc1nc2ccccc2c(=O)n1/N=C/c1c(O)ccc2ccccc12	13	105	103	10	-3	-2	0.0	1	1	17	103
Cc1ccc(NC(C(N)=O)c2c(C)[nH]c(=O)[nH]c2=O)cc1 (stereo unspecified)	·	100	99	8	1	-2	0.7	2	-18	27	102
COc1ccc(OC(=O)Nc2ccc([N+](=O)[O-])cc2OC)cc1	·	?	39*	1	·	1	·	·	-16	·	48*
C=CCNC(=O)CCNS(=O)(=O)c1ccc(Br)cc1	·	102	103	14	-7	-5	1.0	7	-13	29	102
COc1ccc(CC(=O)Nc2ccc(-c3noc(-c4cc(OC)c(OC)c(OC)c4)n3)cc2)cc1	-16	103	104	34	0	-16	-0.8	-10	38	20	106
O=C(CC1Nc2cccc3cccc(c23)NC1=O)Nc1ccc(F)cc1 (stereo unspecified)	-19	88	92	10	-2	28	0.9	10	-20	14	94
CCOc1ccccc1-n1c(SCC(=O)N(C(C)C)C(C)C)nnc1-c1cccnc1	·	100	99	12	0	-14	1.0	1	-28	8	98
CN(C)CCCNCCCNC(=O)c1ccco1	-6	95	98	5	-1	-3	-2.0	-1	-9	33	100
COc1ccccc1N=c1oc2cc(O)ccc2cc1C(=O)NCC1CCCO1 (stereo unspecified)	24	99	99	10	-1	19	0.1	4	-25	30	100
Cc1ccc(N(C)C(=O)C2CCCN2S(=O)(=O)c2cccc3nsnc23)cc1 (stereo unspecified)	1	?	102	8	·	-20	·	·	-14	·	101
Cc1ccc(S(=O)(=O)Nc2cc(C(C(=O)OC(C)C)C(=O)C(F)(F)F)c(O)c3ccccc23)c(C)c1 (stereo unspecified)	16	97	99	10	-4	19	-1.1	-16	-5	14	99
CC(=O)Nc1ccc(/C(C)=N/NC(=O)c2ccc(F)cc2)cc1	·	89	92	3	-3	2	0.9	12	-14	6	96
COC(=O)c1cc(OC)c(OC)cc1NC(=O)c1ccccc1	-33	101	100	12	-2	4	1.1	5	-6	8	100
CC(C)[C@H](NC(=O)c1ccco1)C(=O)OCC(=O)N(C)c1ccccc1	-29	?	96	7	·	-14	·	·	2	·	98
COC(=O)Cc1csc(Nc2ccc(F)c(Cl)c2)n1	-16	?	94	11	-2	3	0.5	38	-17	16	96
COc1ccc(C(CC(=O)Nc2ccc(F)cc2)c2ccccc2)cc1 (stereo unspecified)	·	102	103	10	-3	-22	0.6	10	-7	27	101
O=C(Nc1nc2ccccc2n1CCN1CCCC1)C1CCCCC1	·	102	99	7	-1	13	-0.3	7	29	13	99
CC(C)COCC(O)CCC(=O)NNC(=S)Nc1ccccc1 (stereo unspecified)	-5	101	102	11	-5	8	-0.6	-2	-65	11	100
Additional structures follow.
SMILES	Pf gametocyte	RGS7-Gao	RGS4-Gao reg	Avidin bead fluor	Bim-Mcl-1	Mcl1 Noxa PPI	ABCB1 block	ABCG2 block	Mcl1 Bid PPI	GSH fluor	RGS8-Gao
Cc1ccc2sc(C)[n+](CCO)c2c1	-18	105	101	7	-2	15	-0.1	0	-32	22	98
Cc1cc(O)c(C(C)C)cc1N=Cc1cc([N+](=O)[O-])ccc1O	-18	?	93	4	·	-1	·	·	-37	·	100
CN1CCc2c(sc(/N=C/c3cccs3)c2C(N)=O)C1	·	107	106	17	-1	28	0.1	3	-15	14	104
Cc1ccccc1Nc1nc(N)nc(COC(=O)c2cccc(S(=O)(=O)N(C)c3ccccc3)c2)n1	·	94	90	1	8	6	5.3	9	-3	3	85
COc1ccc(CCC(=O)OCC(=O)c2cccc(OC)c2)cc1	·	?	101	10	-2	-4	0.3	2	-18	17	102
O=C(O)c1ccc(NCc2nc3ccccc3n2CCOc2ccccc2Cl)cc1	·	102	100	10	0	15	0.3	2	-12	15	101
CCNC(=S)N/N=C/c1cc(C)n(-c2ccc(Cl)cc2)c1C	16	?	102	12	-1	-5	0.3	8	-46	17	101
Cc1ccccc1-n1cc(CNC(=O)CCc2nnc(CCc3ccccc3)o2)cn1	5	102	104	10	-4	5	0.9	3	-20	14	103
CCCCn1c(SCC(=O)O)nc2ccccc21	·	96	93	13	0	8	-2.7	-2	5	21	101
CC(C)(C)c1ccc(OC(=O)c2ccc3snnc3c2)cc1	-20	103	100	3	0	4	0.6	2	-22	9	99
O=C(c1c[nH]c(C(=O)C(Cl)(Cl)Cl)c1)c1ccccc1Cl	·	101	101	7	-1	7	-0.4	-2	-13	10	103
CC(NS(=O)(=O)c1ccc(OCC(=O)N2CCOCC2)cc1)c1ccccc1 (stereo unspecified)	-3	106	106	40	-4	2	-0.1	-1	1	27	104
CC(C)n1c(-c2ccc(N(C)C)cc2)nc2ccccc21	14	97	96	35	-1	7	0.7	1	-28	21	101
O=C(NCC1(c2ccccc2)CCCC1)c1ccccc1Br	11	100	102	10	1	-3	0.6	7	1	11	98
CC(=O)Nc1ccc(C(=O)OCCC(C)C)cc1	-5	105	102	6	0	-13	-2.3	0	-7	38	104
COC(=O)c1ccc(COc2ccc(-c3nnn(CC(=O)NC(C)(C)C)n3)cc2)cc1	·	95	95	1	-2	13	0.0	0	16	7	97
CCN1CCN(S(=O)(=O)c2cccs2)CC1	10	101	99	23	-3	10	2.0	26	-4	38	99
O=C(CN1C2=NCCN2c2ccccc21)c1cccs1	-1	104	100	14	-2	23	0.1	0	-3	13	102
OCC#CCSc1nnc(-c2ccccc2Br)o1	·	103	104	8	-2	8	0.2	1	1	15	103
CCn1ncc(NC(=S)Nc2ccc(OC)c(OC)c2)c1C(N)=O	8	105	104	11	0	13	0.5	1	-42	16	104
COc1cccc(N/C(SCc2ccccc2Cl)=C(/C#N)C(=O)NCc2cccs2)c1	-10	103	102	16	14	19	-0.4	-2	-7	9	103
O=C(NCCc1nc2ccccc2[nH]1)/C(=C/c1ccc2c(c1)OCO2)NC(=O)c1ccc(Cl)cc1Cl	-3	97	99	8	-3	13	-0.5	-2	3	11	97
CC(Cc1cccs1)NC(=S)Nc1ccccc1 (stereo unspecified)	-13	102	105	9	-3	17	0.6	8	-34	5	95
O=C(COC(=O)c1ccc(CNS(=O)(=O)c2ccc(F)c(Cl)c2)cc1)NCC1CCCCC1	-10	99	103	18	-2	14	0.2	4	-4	17	100
COc1ccc(NC(=O)Nc2ccc(C)cc2Br)c(OC)c1	·	?	99	8	0	-3	0.1	6	-30	15	99

Structural class, the compounds so far with a furan ring, fused or not.
SMILES	Pf gametocyte	RGS7-Gao	RGS4-Gao reg	Avidin bead fluor	Bim-Mcl-1	Mcl1 Noxa PPI	ABCB1 block	ABCG2 block	Mcl1 Bid PPI	GSH fluor	RGS8-Gao
CN(C)CCCNCCCNC(=O)c1ccco1	-6	95	98	5	-1	-3	-2.0	-1	-9	33	100
CC(C)[C@H](NC(=O)c1ccco1)C(=O)OCC(=O)N(C)c1ccccc1	-29	?	96	7	·	-14	·	·	2	·	98

The results go on:
SMILES	Pf gametocyte	RGS7-Gao	RGS4-Gao reg	Avidin bead fluor	Bim-Mcl-1	Mcl1 Noxa PPI	ABCB1 block	ABCG2 block	Mcl1 Bid PPI	GSH fluor	RGS8-Gao
COc1ccc(Cl)cc1NC(=S)N1CCN(c2ncccn2)CC1	·	101	103	8	1	-2	0.5	7	-44	11	101
COC(=O)Cc1cc(=O)[nH]c(/N=C(\N)Nc2ccc(C(C)C)cc2)n1	·	99	101	14	-2	10	0.6	3	-16	15	103
C=CCNC(=S)N1CCN(CCN=Cc2c(C)[nH]n(-c3ccc([N+](=O)[O-])cc3)c2=O)CC1	2	99	101	6	3	12	0.9	15	-21	20	99
O=C1NCCCC2c3cc(O)c4ccccc4c3OC12N1CCCCC1 (stereo unspecified)	·	98	98	5	5	78*	-0.2	-1	0	4	92
CCCn1nnc(NC(=O)c2cccc(OCC(C)C)c2)n1	9	104	101	7	-5	2	0.3	3	-21	264*	101
CC1=C(C(=O)Nc2ccc(F)cc2)C(c2ccc(C)o2)C2=C(CC(C)(C)CC2=O)N1 (stereo unspecified)	6	102	101	37	-3	-20	0.1	0	-45	19	102
COc1cccc(-c2nnc(SCC(=O)Nc3cc(C)on3)o2)c1	·	103	108	22	1	11	0.3	4	-1	10	107
CCN(CC)CCN1C(=O)c2oc3ccccc3c(=O)c2C1c1ccccc1 (stereo unspecified)	·	102	99	12	-2	-9	-0.6	0	-37	20	112
CC(=O)Oc1cc(OC(C)=O)c2c(=O)c(-c3ccc4c(c3)OCCCO4)c(C)oc2c1	13	?	101	3	·	7	·	·	1	·	102

Single records (already shown). Values in the order: Pf gametocyte	RGS7-Gao	RGS4-Gao reg	Avidin bead fluor	Bim-Mcl-1	Mcl1 Noxa PPI	ABCB1 block	ABCG2 block	Mcl1 Bid PPI	GSH fluor	RGS8-Gao
COC(=O)Cc1cc(=O)[nH]c(/N=C(\N)Nc2ccc(C(C)C)cc2)n1 is entered as ·	99	101	14	-2	10	0.6	3	-16	15	103
CCCn1nnc(NC(=O)c2cccc(OCC(C)C)c2)n1 is entered as 9	104	101	7	-5	2	0.3	3	-21	264*	101
O=C1NCCCC2c3cc(O)c4ccccc4c3OC12N1CCCCC1 (stereo unspecified) is entered as ·	98	98	5	5	78*	-0.2	-1	0	4	92
CC1=C(C(=O)Nc2ccc(F)cc2)C(c2ccc(C)o2)C2=C(CC(C)(C)CC2=O)N1 (stereo unspecified) is entered as 6	102	101	37	-3	-20	0.1	0	-45	19	102
